sdo1 growth = compounds rescuing growth of sdo1-depleted yeast, bone marrow failure model. S. cerevisiae sdo1-depleted JHY4D growth rescue, OD600 30 h; active compounds read high; pdr5 snq2 efflux-pump mutant strain. z-score at 10 µM. 140,000 tested, 0.21% active;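 active = z-score above 3 at both the 24 hr and the 30 hr optical density reads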;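 also: z-score against mean and SD of all compound wells on the same plate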
INS promoter inh = TRM-6 insulin promoter activity inhibition; 130,000 tested, 0.9% active; TRM-6 cells (human fetal islet line), insulin promoter-eGFP reporter, imaging; reporter expression induced with tamoxifen; inhibition, % at 2 µM;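 active = inhibition above the mean plus 3 SD, with well images judged a real hit on visual review, cut at about 60% in these data, passing the limit was not always enough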
sdo1 growth Rescue 24 h = also measured in sdo1 growth; calls as there; z-score; S. cerevisiae sdo1-depleted JHY4D growth rescue, OD600; measured here: growth rescue at 24 h;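 0 is the plate mean of compound wells and units are plate SD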
The depositor's hits bear a star; i = inactive; x = no result given. Only part of the results is shown; the hit share may differ from the screen's.

molecule,sdo1 growth Rescue 24 h,sdo1 growth,INS promoter inh
CCn1nc(C(=O)N[C@@H](CCSC)c2nc3ccccc3[nH]2)c2ccccc2c1=O,-1.13,-0.08,-35.6
CCOc1ccc(NC(=O)CS(=O)CC(=O)NC2CCCc3ccccc32)cc1 (configuration not stated),-0.77,-0.7,x
CC1=NNC(=O)C1CCC(=O)N/N=C\c1cccc(Cl)c1 (configuration not stated),x,x,-14.3
c1ccc(C2c3c(ccc4ccccc34)Oc3ncn4nc(-c5ccco5)nc4c32)cc1 (configuration not stated),-1.09,-0.42,38.8
CCOC(=O)c1ccc(NC(=O)COc2ccc(S(=O)(=O)NC(C)CC)cc2)cc1 (configuration not stated),-0.29,0.22,-7.9
CCOC(=O)C1CCCN(C(=O)/C=C/c2ccc([N+](=O)[O-])cc2)C1 (configuration not stated),-1.97,-0.14,x
N=c1c(C(=O)NCc2ccco2)cc2c(=O)n3ccccc3nc2n1Cc1ccc(Cl)cc1,-1.56,-2.26,0.0
CCOC(=O)CN1C(=O)C2(OCCCO2)c2ccccc21,-0.43,-0.04,-210.0
CN1C(=O)/C(=C/c2cc(C(C)(C)C)c(O)c(C(C)(C)C)c2)NC1=S,x,x,-21.4
CCSC(C)CC1C/C(=N/O)c2c(C)noc2C1 (configuration not stated),-0.38,-0.3,x
CCC(CC)C(=O)c1c[nH]c(C(=O)NN)c1,x,x,-186.7
Cn1nc(-c2ccccc2)c2nc3ccccc3nc21,1.44,-0.46,-150.0
CCOC(=O)c1cnn(-c2nc(SC)nc3sc4c(c23)CCCC4)c1N,-1.38,-2.09,-23.3
COc1cccc(S(=O)(=O)NCc2ccc(C(=O)Nc3ccc(Cl)cc3)cc2)c1,-0.01,-0.54,x
CN1CCN(CCNC(=O)Nc2ccccc2C(F)(F)F)CC1,-0.09,0.84,69.2
Cc1cc(C)c2c(N)c(S(=O)(=O)Cc3ccccc3)sc2n1,-0.74,-0.32,13.0
O=C(CN1CCC(NC(=O)c2ccccc2F)CC1)NCc1ccc(F)cc1,2.37,0.39,32.1
COc1cc(C(=O)OCC(=O)Nc2cc(-c3cc(C)c(C)cc3C)nn2-c2ccccc2)cc(OC)c1OC,2.14,0.45,-57.1
Nc1c(C(=O)NC2CCCC2)c2nc3ccccc3nc2n1N,-1.32,-1.67,x
CC(=O)N1c2c(cc(Br)cc2S(=O)(=O)N2CCOCC2)CC1C (configuration not stated),-0.79,-0.5,-14.8

The results go on:
molecule,sdo1 growth Rescue 24 h,sdo1 growth,INS promoter inh
CSC1=NCCN1C(=O)Cc1ccc(F)cc1,3.99,1.69,x
COc1cccc(-c2ccc(-c3noc(-c4cccs4)n3)c(OC)n2)c1,0.49,-1.02,3.5
CCC(C)N(C(=O)COC(=O)c1[nH]c(C)c(C(C)=O)c1C)C1CCS(=O)(=O)C1 (configuration not stated),x,x,23.1
CCOc1ncccc1C(=O)OCC(=O)c1ccc[nH]1,0.49,0.7,x
COC(=O)Cn1nc(-c2ccccc2)c2cc(Cl)ccc21,-1.18,-1.43,-8.7
COc1cc2[nH]cc(C(=O)NCCc3ccccc3)c(=O)c2cc1OC,0.3,0.85,61.9
COc1ccccc1NC(=S)NC(=O)C(C)C,0.09,-0.11,x
CC(=O)Nc1cccc(NC(=O)c2cc(Cl)ccc2Cl)c1,x,x,-43.8
COc1ccc([N+](=O)[O-])cc1NC(=O)c1ccc(N(Cc2ccccc2C)S(C)(=O)=O)cc1,0.29,0.06,x
CCOC(=O)c1ccccc1NC(=O)CSc1ccc(-c2cccnc2)nn1,x,x,-58.3
O=C(c1cnsn1)N1CCN(c2ccccc2)CC1,0.66,0.81,-47.6
Cc1ccc(-n2c(C)nc3c(cnn3-c3ccc(C)c(C)c3)c2=O)cc1C,-1.62,-2.04,x
COC(=O)c1[nH]c2cc(C)ccc2c1NC(=O)CN1CCc2cc(OC)c(OC)cc2C1,-0.37,-0.75,45.5
COc1ccc(C(=O)O)cc1NC(=S)NC(=O)c1ccc(-c2ccc(Cl)cc2)o1,x,x,0.0
CC(C)Oc1ccc(C(=O)N(CN2CCCC2=O)c2ccc(F)cc2)cc1,0.99,1,x
Cc1cc2n(n1)C(c1cccs1)Nc1ccccc1-2 (configuration not stated),0.37,-0.35,i
Oc1ccccc1-c1nc2cnccn2c1Nc1ccc2c(c1)OCCO2,-1.29,-2.18,12.9
CCOC(=O)c1cccnc1SCC(=O)N(C)c1ccccc1,0.65,0.62,x
CCOc1ccc(C(O)C(CN2CCOCC2)c2ccccc2)cc1 (configuration not stated),-1.3,-1.22,25.7
Cc1ccc(-n2c(Cc3cccn3C)nnc2SCC(N)=O)cc1,0.18,0.57,x

Three structures from above, sorted by molecular weight, rising:
molecule,sdo1 growth Rescue 24 h,sdo1 growth,INS promoter inh
CCOC(=O)c1cnn(-c2nc(SC)nc3sc4c(c23)CCCC4)c1N,-1.38,-2.09,-23.3
CCOC(=O)c1ccccc1NC(=O)CSc1ccc(-c2cccnc2)nn1,x,x,-58.3
CCC(C)N(C(=O)COC(=O)c1[nH]c(C)c(C(C)=O)c1C)C1CCS(=O)(=O)C1 (configuration not stated),x,x,23.1

Other compounds follow.
molecule,sdo1 growth Rescue 24 h,sdo1 growth,INS promoter inh
Cc1nnc(SCc2cc(=O)n3[nH]cnc3n2)s1,0.79,0.91,-487.5
O=C1c2ccccc2-c2nc3ccccc3n21,-0.3,0.25,-73.7
NC(=S)NNC(=O)C12CC3CC(CC(C3)C1)C2,-0.85,0.49,-8.3
CC1CCc2sc(C(=O)OCC(=O)NCc3ccccc3)cc2C1 (configuration not stated),-1.12,-1.27,x
O=C(NC(Cc1c[nH]c2ccccc12)c1nnc2n1CCCCC2)c1ccccc1Cl (configuration not stated),-0.29,-0.04,11.8
COc1ccc(C(=O)NNc2ccccc2)cc1OC,-0.81,-1.03,13.3
Cc1ccc(OCc2nc(C#N)c(N3CCCC3)o2)cc1,-0.57,-0.04,12.5
CCNc1ccc(S(=O)(=O)N(C)C)cc1NCC(=O)Nc1ccc(F)c(Cl)c1,0.29,0.14,17.6
Cc1ccc(NC(=O)c2cc(N3C(=O)C4CC=CCC4C3=O)ccc2N2CCCCC2)cc1 (configuration not stated),1.06,0.62,-60.0
Cc1cc(C)cc(NS(=O)(=O)c2ccc3[nH]cc(C(=O)NCc4ccco4)c(=O)c3c2)c1,-1.09,-0.88,-6.2
O=C(NCc1cccs1)c1cc2c(s1)-c1ccccc1OC2,-0.92,-1.36,x
C/C(=N\OCC(=O)Nc1ccccc1Br)c1cccs1,x,x,-27.3
O=C(NNC(=O)c1ccco1)c1cccc([N+](=O)[O-])c1,0.12,0.09,x
COc1ccc(NC(=O)CCc2nc(-c3ccccc3F)no2)cc1,0.83,2.32,-15.8
Clc1nc(Nc2ccccc2)nc(Nc2ccccc2)n1,-0.79,-0.95,31.2
Cc1csc(SCCn2c(N3CCCC3)nc3c2c(=O)[nH]c(=O)n3C)n1,-1.49,-0.14,-48.7
CCCS(=O)(=O)c1nc(S(=O)(=O)c2ccc(C)cc2)c(NCCCN2CCOCC2)s1,2.47,1.34,-76.9
COC(=O)c1sccc1NC(=O)CSc1nnnn1-c1ccccc1C,-0.48,-0.47,x
O=C(N/N=C/c1cccs1)c1cc(-c2ccncc2)nc2ccccc12,-0.37,-0.46,-76.7
Cc1nc(NC(=S)NC(=O)COc2ccccc2Cl)ccc1Br,-0.07,-0.46,-20.0

(list continues)
molecule,sdo1 growth Rescue 24 h,sdo1 growth,INS promoter inh
Cc1sc(N/N=C/c2cccnc2)nc1-c1ccc(Cl)cc1,1.08,1.05,-20.8
N#CC1C(=O)NC(N2CCN(c3ccccc3)CC2)=NC12CCCCC2 (configuration not stated),-0.15,-0.03,9.7
CC1=C(C(=O)O)N2C(=O)C(NC(=O)c3ccn(C)n3)C2SC1 (configuration not stated),0.05,0.52,-3.6
COc1ccc(N(CC(=O)NC2CCCC2)C(=O)c2csnn2)cc1,-0.15,0.19,3.5
Cc1ccc(NC(=S)NCc2ccc3[nH]c4c(c3c2)CCCC4)cc1,-1.33,-1.67,26.8
CCn1nnc(NC(=O)c2cc3ccccc3o2)n1,0.07,0.54,15.1
Cc1cc(NS(=O)(=O)c2ccc(Nc3nc(-c4ccc(O)cc4)cs3)cc2)no1,0.02,1.25,-46.1
O=C(CCc1nc2ccccc2[nH]1)Nc1ccccc1,-1.16,-0.23,0.0
CC1CCCCN1S(=O)(=O)c1ccccc1[N+](=O)[O-] (configuration not stated),-0.26,-0.11,16.7
CS(=O)(=O)Nc1cccc(C2=NN(S(=O)(=O)c3ccccc3)C(c3cccs3)C2)c1 (configuration not stated),-0.73,-0.16,x
CC1CCCCN1c1nc2nonc2nc1N1CCCCC1C (configuration not stated),-1.63,-0.78,-51.7
COc1ccc2cc(CCNC(=O)c3ccc(Br)o3)c(=O)[nH]c2c1,-2.56,-2.78,x
Cc1cc(NC(=O)c2cccc(S(=O)(=O)N3CCOCC3)c2)c2ccccc2n1,2.88,1.49,18.8
COc1ccc(-c2cc3ccccc3oc2=O)cc1NC(=O)c1cccnc1,-0.24,-0.37,6.7
Cc1ccc(C(=O)CC2(O)C(=O)Nc3ccccc32)s1 (configuration not stated),0.7,0.55,-28.6
O=C(Cn1c(-c2ccccc2)noc1=O)Nc1ccc(N2CCCCCC2)cc1,-1.3,-1.8,-6.7
C=CCOc1ccc(C(=O)CC)cc1OC,-0.36,0.18,-10.3
CN(c1cccc(NC(=O)Cc2ccccc2)c1)S(C)(=O)=O,0.65,0.63,0.0
N/C(=N\OC(=O)Nc1ccccc1)c1ncc(C(F)(F)F)cc1Cl,-0.12,-0.86,29.2
CCC1CCCCN1c1ccc([N+](=O)[O-])cc1/C=N/NC(=O)Cn1c2ccccc2c(=O)c2ccccc21 (configuration not stated),1.68,0.36,2.7

Copied from the listing for reference:
molecule,sdo1 growth Rescue 24 h,sdo1 growth,INS promoter inh
Cc1sc(N/N=C/c2cccnc2)nc1-c1ccc(Cl)cc1,1.08,1.05,-20.8
N#CC1C(=O)NC(N2CCN(c3ccccc3)CC2)=NC12CCCCC2 (configuration not stated),-0.15,-0.03,9.7
CC1=C(C(=O)O)N2C(=O)C(NC(=O)c3ccn(C)n3)C2SC1 (configuration not stated),0.05,0.52,-3.6
COc1ccc(N(CC(=O)NC2CCCC2)C(=O)c2csnn2)cc1,-0.15,0.19,3.5

The results go on.
molecule,sdo1 growth Rescue 24 h,sdo1 growth,INS promoter inh
Cc1cc(C)nc(SCc2nnc(SCC(=O)Nc3cc(C(F)(F)F)ccc3Cl)o2)n1,-1.01,-0.92,x
Cc1nnc(SCC(=O)N2CCN(S(=O)(=O)c3ccc(Cl)cc3)CC2)[nH]c1=O,-0.44,0.46,-7.1
CCOc1ccccc1NC(=O)c1ccccc1-c1nc(-c2ccccc2)no1,-1.64,-1.52,-38.5
Cc1nn(Cc2ccccc2Cl)c(C)c1NC(=O)c1ccn(C)n1,-1.18,-0.65,-15.4
COc1ccc(CNC(=O)CSc2ncn[nH]2)cc1,-0.54,0.44,-75.8
CCOC(=O)C1Cc2c([nH]c3ccccc23)C(C)N1 (configuration not stated),-0.16,0.29,-64.3
CCCCn1nc2cc(C(=O)NCc3ccc(OC(F)(F)F)cc3)ccc2c1OC,0.47,0.7,22.6
O=C(NCC(=O)N(Cc1cccs1)C(C(=O)NC1CCCC1)c1ccncc1)c1ccco1 (configuration not stated),0.06,0.72,-15.0
O=C(O)COCC(=O)Nc1ccc(-n2cnnn2)cc1,x,x,-58.3
CCOc1ccc2nc(N=NC3=C(O)CC(C)(C)CC3=O)sc2c1,x,x,14.3
CC(C)(C)c1ccc(C(=O)N2CCC(=O)N(C(COCc3ccccc3)Cc3ccccc3)CC2)cc1 (configuration not stated),-0.44,-0.29,-35.0
CCOc1ccc(-c2nc(C#N)c(N3CCN(C)CC3)o2)cc1,0.7,0.58,-4.5
Cn1c(NCC(O)c2ccccc2)nc2c1c(=O)n(Cc1ccc(Cl)cc1)c(=O)n2C (configuration not stated),0.45,-0.33,-200.0
CCOC(=O)c1ccc(-n2c(C)nc3c(cnn3-c3ccccc3C)c2=O)cc1,-0.61,-0.45,x
O=C(c1cccc(COc2ccc(Cl)cc2Cl)c1)N1CCN(c2ccccn2)CC1,-0.31,-1.67,30.8
CC(=O)N1N=C2/C(=C/c3ccccc3)CCCC2C1c1ccccc1 (configuration not stated),x,x,-38.5
CCOc1ccc(S(=O)(=O)N2CCN(C(=S)NCc3ccco3)CC2)cc1,-0.3,0.17,-45.5
Nc1cc(C(=O)O)ccc1Nc1ccc(F)c(F)c1,-0.11,0.88,-10.0
Cc1cc(-c2cccc(Br)c2)c(C#N)c(N)n1,x,x,-11.6
COc1ccccc1NC(=O)c1ccc2c(c1)nnn2C,x,x,-22.2
COc1ccc2nc(N=NC3=C(O)CC(C)(C)CC3=O)sc2c1,x,x,35.7
